# Assay outcomes as filed in PubChem BioAssay.
# PAX8 inh HTS = PAX8 transcriptional activity inhibition. RMG-I TPO-luciferase reporter, SteadyGlo, 24 h. inhibition, % at 12.6 µM. 360,000 tested, 1.2% active;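 active = mean replicate inhibition at least 60% with every replicate also reaching 60%; inconclusive = only one of the two criteria is met; inactive = mean below 60% and not all replicates reaching 60%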;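 also: luciferase light reporting Pax8 driven TPO promoter activity; plate controls were median of neutral control wells for no effect and mitoxantrone controls for full effect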
# SIRT5 inh = sirtuin-5 (human) deacylase inhibition; Q9NXA8; Purified SirT5, succinyl-peptide AMC, trypsin-coupled fluorescence; inhibition, % at 15 µM; 330,000 tested, 1.1% active; AID 652115; in the data active = inhibition above about 15%; inconclusive = no clear call, values can overlap the other calls
# Target sequence (Q9NXA8 whole entry, looked up): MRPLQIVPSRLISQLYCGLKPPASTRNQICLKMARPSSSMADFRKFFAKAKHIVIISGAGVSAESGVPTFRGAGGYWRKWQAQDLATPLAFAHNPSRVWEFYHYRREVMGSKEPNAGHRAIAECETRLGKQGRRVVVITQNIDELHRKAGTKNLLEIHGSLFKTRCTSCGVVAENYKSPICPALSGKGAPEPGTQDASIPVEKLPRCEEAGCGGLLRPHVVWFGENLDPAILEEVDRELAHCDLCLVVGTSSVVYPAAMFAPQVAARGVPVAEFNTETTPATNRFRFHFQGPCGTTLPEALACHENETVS
# CASP6 VEID inh = inhibitors of human caspase-6; P55212; purified caspase-6, Z-VEID-R110 cleavage fluorescence; inhibition, % at 12.5 µM; 350,000 tested, 0.53% active;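 active = mean inhibition across replicates at least about 35%, with every replicate also reaching that limit, limit read from the data; inconclusive = only one of the two criteria met; inactive = neither criterion met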;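 also: 0% = median of neutral control wells and 100% = no fluorescence left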
# Target sequence (P55212 24-179 limits assumed): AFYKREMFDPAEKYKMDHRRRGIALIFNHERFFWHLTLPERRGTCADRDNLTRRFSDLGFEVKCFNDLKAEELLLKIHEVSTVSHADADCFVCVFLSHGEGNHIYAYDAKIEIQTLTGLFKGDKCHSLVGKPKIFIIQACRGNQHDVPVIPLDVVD
# Target sequence (P55212 194-293 limits assumed): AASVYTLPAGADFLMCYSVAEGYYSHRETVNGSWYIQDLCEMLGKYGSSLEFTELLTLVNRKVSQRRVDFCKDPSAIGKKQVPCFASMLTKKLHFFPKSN
# LGR2 antag = inhibitors of bursicon-induced Drosophila LGR2 receptor cAMP signaling | HEK293 LGR2, CRE-luciferase, bursicon-stimulated, 4 h | inhibition, % at 9.99 µM | 380,000 tested, 0.35% active;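 active = drop in luminescence signal, shown as inhibition above about 50% in the replicate tests, limit read from the data, passing the limit was not always enough; inconclusive = probably only some replicates passing the limit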;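 also: agonist challenge used bursicon conditioned medium at about half maximal strength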
# EWS-Fli block = blocks EWS/Fli oncoprotein-driven transcription | A673 NR0B1-luciferase reporter, viability-normalised | inhibition, % at 12.6 µM | 350,000 tested, 0.67% active;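 active = mean inhibition of at least 50% after viability correction, with every replicate also passing that limit; inconclusive = mean reaches 50% but only one of two replicates passes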;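 also: firefly luciferase signal divided by Alamar Blue viability fluorescence both relative to DMSO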
# DENV2 CPE = inhibitors of DENV2 cytopathic effect | DENV2-infected cells, cytopathic effect rescue, plate reader | 350,000 tested, 1.7% active | CPE inhibition, % at 9.99 µM; in the data active = CPE inhibition above about 20%, passing the limit was not always enough; inconclusive = no clear call, values can overlap the other calls; tested in BHK-21 cells;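 also: 0% = median of neutral control wells and 100% = median of positive control wells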
# ARNT TACC3 PPI = disruptors of human ARNT/TACC3 interaction; Q9Y6A5; AlphaScreen His-ARNT PAS-B/GST-TACC3 binding, luminescence; TACC3 fragment carries E629A point mutation; inhibition, % at 9.99 µM; 390,000 tested, 0.66% active; AID 623870;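 active = mean inhibition of replicates at least 50% and at least half of replicates each reaching 50%; inconclusive = half or more replicates reach 50% but mean below 50%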;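 also: 0% = complete ARNT plus TACC3 wells and 100% = ARNT alone without TACC3; many hits fall short of the cut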
# * marks the source's active call; other numbers are inactive results; u = inconclusive; x = no result given; & = joins results of further samples. An unsorted share of the library. About 4.9% of those tested had a hit in this group.
SMILES,PAX8 inh HTS,SIRT5 inh,CASP6 VEID inh,LGR2 antag,EWS-Fli block,DENV2 CPE,ARNT TACC3 PPI
Cc1cc(C)c(NC(=O)c2cccs2)c(C)c1NC(=O)c1cccs1,-5,0,0,29,-5,0,-8
C[C@@H]1CN([C@H](C)CO)S(=O)(=O)c2ccc(-c3cccc(C#N)c3)cc2O[C@@H]1CN(C)C(=O)c1cccnc1,x,5,2,-18,-4,5,-3
O=C(COC(=O)/C=C/c1ccc(OC(F)F)cc1)Nc1cccc(S(=O)(=O)N2CCOCC2)c1,5,x,-2,0,3,-4,5
O=[N+]([O-])c1cccc(-n2nncc2-c2ccccc2)c1,26,-2,0,-22,-5,-3,-6
CC(=O)N1[C@H](CO)[C@H](c2ccc(-c3cccc(F)c3)cc2)[C@H]1CNC(=O)C1CC1,9,x,x,-11,-6,33,-6
O=C(C1CCN(S(=O)(=O)c2cnc[nH]2)CC1)N(CCc1ccccc1)Cc1ccccc1,23,-4,0,6,-15,-4,-3
O=C(CN(C(=O)c1csnn1)c1ccccc1)NCc1ccc2c(c1)OCO2,3,0,0,-3,-8,-3,-8
NC(=O)CSc1nnc(-c2cccs2)n1Cc1ccco1,4,0,-1,8,-10,4,-3
Cc1ccc(CNC(=O)CC(NC(=O)c2ccccc2)c2ccccc2)cc1 (centres undefined),-14,0,-3,6,2,2,-2
Cc1ccc(S(=O)(=O)N2CCN(C(=O)c3cccc(-n4cccc4)c3)CC2)cc1,5,2,6,8,2,-5,0
CNC[C@H]1Oc2ccc(NC(=O)NC3CCCCC3)cc2CC(=O)N([C@H](C)CO)C[C@H]1C,-6,7,-2,-10,-4,u,0
Cc1ccnc(NC(=O)c2ccc(Cl)c(NC(=O)CCc3ccccc3)c2)c1,3,5,x,1,-21,13,x
COc1ccc(S(=O)(=O)N(C)C[C@@H]2OCCCC[C@H](C)Oc3ccc(NC(=O)Cc4ccccc4)cc3C(=O)N([C@H](C)CO)C[C@@H]2C)cc1,6,-1,0,9,4,-4,23
Cc1ccc(-c2csc(N3CCN(c4cc5c(cc4Cl)nc(C(C)N)n5CCCO)CC3)n2)cc1 (centres undefined),-17,0,0,-6,4,x,1
Cc1ccc(CCNC(=O)CN(c2cc(C)cc(C)c2)S(=O)(=O)c2c(C)noc2C)cc1,4,1,2,6,x,19,-4
COCC(=O)NC[C@@H]1[C@H](c2ccccc2)[C@@H](CO)N1C(=O)c1ccccc1,5,2,2,5,-2,-1,0
COc1ccc(/C=C/CN2CCC(CO)(Cc3ccccc3Cl)CC2)cc1,12,-2,7,-7,24,u,-1
Cc1ccc(NC(=O)CSc2nc(O)cc(=O)n2-c2ccc(C)cc2)cc1,1,-2,7,10,-6,-3,-34
COc1cccc(S(=O)(=O)Nc2ccc3c(c2)[C@H]2C[C@H](CC(=O)NC4CCCCC4)O[C@H](CO)[C@H]2O3)c1,16,1,-7,14,-7,2,11
COc1ccccc1C(=O)N(CCN(C)C)c1nc2cc(C)cc(C)c2s1,9,-3,-7,14,3,0,13
COc1ccc(-c2ccc3nnc(SCC(N)=O)n3n2)cc1,-41,-8,-1,-28,-5,-5,-4
COC(=O)Cn1c(=O)c2c(nc3n2CC(C)CN3c2ccc(C)c(C)c2)n(C)c1=O (centres undefined),-3,x,3,3,7,2,0
O=C(O)c1ccc(Nc2ncnc3c2cnn3Cc2ccccc2)cc1,34,9,3,-17,6,8,-12
CC1C(=O)N2CCCc3cc(NC(=O)COc4ccccc4)cc1c32 (centres undefined),2,-6,3,8,-2,u,4
C[C@@H]1CN([C@H](C)CO)C(=O)c2cc(NC(=O)Cc3ccccc3)ccc2O[C@@H](C)CCCCO[C@H]1CN(C)C(=O)Nc1cccc2ccccc12,53,5,1,18,17,7,-2

# Profiles from above.
# `Cc1ccc(CCNC(=O)CN(c2cc(C)cc(C)c2)S(=O)(=O)c2c(C)noc2C)cc1` is listed as PAX8 inh HTS = 4; SIRT5 inh = 1; CASP6 VEID inh = 2; LGR2 antag = 6; EWS-Fli block = x; DENV2 CPE = 19; ARNT TACC3 PPI = -4
# `O=C(CN(C(=O)c1csnn1)c1ccccc1)NCc1ccc2c(c1)OCO2` is listed as PAX8 inh HTS = 3; SIRT5 inh = 0; CASP6 VEID inh = 0; LGR2 antag = -3; EWS-Fli block = -8; DENV2 CPE = -3; ARNT TACC3 PPI = -8

# Continued.
SMILES,PAX8 inh HTS,SIRT5 inh,CASP6 VEID inh,LGR2 antag,EWS-Fli block,DENV2 CPE,ARNT TACC3 PPI
S=c1[nH]nc(-c2ccc3ccccc3n2)n1-c1cc(Cl)cc(Cl)c1,-1,x,1,12,x,-3,-20
Cc1ccc(NC(=O)C(=O)NCCN2CCN(S(C)(=O)=O)CC2)cc1C,-19,-10,-2,-19,2,-7,0
Cc1cccc(C)c1NC(=O)c1ccc(OCc2c(C)noc2C)cc1,7,-4,0,-7,2,10,-9
Cc1ccc(S(=O)(=O)N(C)C[C@@H]2Oc3c(NC(=O)c4ccncc4)cccc3C(=O)N([C@@H](C)CO)C[C@H]2C)cc1,8,1,2,-8,-5,7,4
COc1cccc(C#Cc2cnc3c(c2)C(=O)N([C@H](C)CO)C[C@@H](C)[C@@H](CN(C)C(C)=O)O3)c1,x,0,3,-19,-11,3,14
Cc1ccc2c(C)c(C(=O)NCC(C)(C)N3CCOCC3)oc2c1C,27,8,2,-7,x,1,3
CC(C)(C)NS(=O)(=O)c1ccc(NC(=O)C2CCCO2)cc1 (centres undefined),3,-4,27,-2,11,-2,-1
CC(C)C(=O)N=C1NC(=O)CS1,6,-2,1,0,4,-8,x
CCCCCCCSc1nnc(-c2ccccc2N)c(=O)[nH]1,8,5,-1,1,56*,1,3
COC(=O)C1NN=C(C(=O)c2ccc(Br)cc2)C1c1cccc(Br)c1 (centres undefined),8,x,x,6,x,x,-6
Cc1cccc(NC(=O)COc2cccc3c2CCN(C)C3=O)c1C,9,-1,0,-5,3,8,2
CSc1ccc(OC2(C)CCN(Cc3ccc(-c4ccccn4)cc3)C2)cc1 (centres undefined),5,4,0,-10,1,-17,x
CN1CCCN(S(=O)(=O)c2ccccc2)c2nc3ccccc3nc21,-5,2,1,10,-1,-5,x
C[C@@H]1CN([C@@H](C)CO)C(=O)c2cc(NC(=O)CCC(F)(F)F)ccc2O[C@@H]1CN(C)C(=O)Nc1ccc(F)cc1,5,0,1,-3,-2,-7,3
CC1=NN(c2ccccc2)C(=O)/C1=C/c1cccc(C)c1,7,-3,-2,-25,17,3,-3
CCC(=O)Nc1ccc2c(c1)OC[C@@H](C)N(C(=O)NC(C)C)C[C@@H](C)[C@H](OC)CN(C)C2=O,-37,-1,-1,3,31,16,x
O=C(Nc1ccc(F)cc1)N[C@H]1CC[C@@H](CC(=O)N2CCOCC2)O[C@@H]1CO,-18,4,-2,10,-4,6,-8
Oc1ccc2n[nH]nc2c1,-3,x,x,20,x,x,-8
COCC(=O)N1[C@H](CO)[C@H]2c3ccccc3N(C(=O)Nc3ccccc3Cl)C[C@H]21,0,8,0,6,-2,u,5
Cc1nn(CC(=O)Nc2ccc3c(c2)OCO3)c(C)c1Cl,-6,-4,2,12,-28,0,6
C[C@H](CO)N1C[C@H](C)[C@@H](CN(C)CC2CCCCC2)Oc2c(NC(=O)Nc3cccc4ccccc34)cccc2C1=O,x,5,10,2,4,-6,3
O=C(Cn1cc([N+](=O)[O-])cn1)N1CCCc2ccccc21,0,x,-1,2,1,7,-3
C[C@@H]1CN([C@@H](C)CO)C(=O)c2cc(NC(=O)Nc3cccc4ccccc34)ccc2O[C@H]1CN(C)C(=O)Nc1ccc2c(c1)OCO2,-9,1,2,10,-16,19,-1
CC(=O)NC1CC2CCCC(C1)N2C(=O)Nc1ccccc1C (centres undefined),-34,-4,-1,5,1,9,-2
CCO[C@H]1OC(C(=O)O)=C[C@@H](c2ccc3c(c2)OCO3)[C@@H]1CCCO,-3&-4,-2&3,4&3,15,-7&-14,24*,-6&0

# Sorted by heavy-atom count (rising): some entries from above.
SMILES,PAX8 inh HTS,SIRT5 inh,CASP6 VEID inh,LGR2 antag,EWS-Fli block,DENV2 CPE,ARNT TACC3 PPI
CC(C)C(=O)N=C1NC(=O)CS1,6,-2,1,0,4,-8,x
CCCCCCCSc1nnc(-c2ccccc2N)c(=O)[nH]1,8,5,-1,1,56*,1,3
C[C@@H]1CN([C@@H](C)CO)C(=O)c2cc(NC(=O)CCC(F)(F)F)ccc2O[C@@H]1CN(C)C(=O)Nc1ccc(F)cc1,5,0,1,-3,-2,-7,3

# (continued)
SMILES,PAX8 inh HTS,SIRT5 inh,CASP6 VEID inh,LGR2 antag,EWS-Fli block,DENV2 CPE,ARNT TACC3 PPI
Cc1cc(=O)oc2c3c(cc(OCC(=O)NCCC(=O)N[C@@H](C)C(=O)O)c12)OC(C)(C)CC3,5,-51,-3,-19,-1,-4,12
C[C@H](CO)N1C[C@H](C)[C@H](CN(C)Cc2ccc(C(=O)O)cc2)Oc2ccc(NC(=O)Nc3ccccc3)cc2C1=O,9,-3,0,4,-8,-12,-7
CN(CCO)C(=O)c1nc[nH]c1C(=O)N(C)Cc1ccccc1,-113,x,-5,14,5,4,x
COc1ccc(C)cc1NC(=O)C1CCCN1S(=O)(=O)c1ccc2c(c1)CCC(=O)N2 (centres undefined),26,-1,0,0,5,1,16
CC1CCN(C(=O)CN2C(=O)c3cccc4cccc(c34)C2=O)CC1,11,7,4,6,-17,8,-2
COCCn1c(=O)c2ccccc2c2ccccc2c1=O,-21,2,x,-8,-6,-1,4
Cc1ccccc1-c1ccc([C@H]2[C@H](CO)N3C(=O)CN(C(=O)NC4CCCC4)C[C@@H]23)cc1,-5,-2,4,-20,0,-8,x
C[C@@H]1CN([C@@H](C)CO)C(=O)c2cccc(NC(=O)C3CC3)c2O[C@@H]1CN(C)Cc1ccccc1,-6,-8,-2,6,-6,5,4
COc1cccc(CNC(=O)C2CCC(=O)N(CCc3cccc(F)c3)C2)c1 (centres undefined),x,-2,-1,3,-8,-8,6
Cc1c(C(=O)c2ccccc2C(=O)O)sc2ccccc12,16,0,2,-1,5,3,-6
